Screening results deposited in PubChem BioAssay by several laboratories.
EBV gp42 block: EBV gp42 inhibition | Fluorescence polarization binding assay, mP read-out | inhibition, % (tested at 21.74 µM) | 220,000 compounds, 0.42% hits | AID 1085; in the data active = inhibition above about 50%
Target sequence (Q1HVG2 whole entry, looked up): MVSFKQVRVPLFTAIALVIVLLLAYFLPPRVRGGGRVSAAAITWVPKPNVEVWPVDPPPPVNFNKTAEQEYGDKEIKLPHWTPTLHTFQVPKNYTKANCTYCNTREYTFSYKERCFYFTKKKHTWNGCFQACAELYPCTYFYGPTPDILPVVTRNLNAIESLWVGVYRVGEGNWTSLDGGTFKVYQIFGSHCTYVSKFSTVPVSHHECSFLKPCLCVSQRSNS
p97 inhibitor: inhibitors of human p97 ATPase; recombinant p97 ATPase, Kinase-Glo ATP luminescence, 3 h; 220,000 compounds, 0.42% hits; P55072; inhibition, % at 8 µM; AID 1481; in the data active = inhibition above about 15%;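 note: 0% = DMSO vehicle and 100% = wells lacking enzyme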
Target sequence (P55072 whole entry, looked up): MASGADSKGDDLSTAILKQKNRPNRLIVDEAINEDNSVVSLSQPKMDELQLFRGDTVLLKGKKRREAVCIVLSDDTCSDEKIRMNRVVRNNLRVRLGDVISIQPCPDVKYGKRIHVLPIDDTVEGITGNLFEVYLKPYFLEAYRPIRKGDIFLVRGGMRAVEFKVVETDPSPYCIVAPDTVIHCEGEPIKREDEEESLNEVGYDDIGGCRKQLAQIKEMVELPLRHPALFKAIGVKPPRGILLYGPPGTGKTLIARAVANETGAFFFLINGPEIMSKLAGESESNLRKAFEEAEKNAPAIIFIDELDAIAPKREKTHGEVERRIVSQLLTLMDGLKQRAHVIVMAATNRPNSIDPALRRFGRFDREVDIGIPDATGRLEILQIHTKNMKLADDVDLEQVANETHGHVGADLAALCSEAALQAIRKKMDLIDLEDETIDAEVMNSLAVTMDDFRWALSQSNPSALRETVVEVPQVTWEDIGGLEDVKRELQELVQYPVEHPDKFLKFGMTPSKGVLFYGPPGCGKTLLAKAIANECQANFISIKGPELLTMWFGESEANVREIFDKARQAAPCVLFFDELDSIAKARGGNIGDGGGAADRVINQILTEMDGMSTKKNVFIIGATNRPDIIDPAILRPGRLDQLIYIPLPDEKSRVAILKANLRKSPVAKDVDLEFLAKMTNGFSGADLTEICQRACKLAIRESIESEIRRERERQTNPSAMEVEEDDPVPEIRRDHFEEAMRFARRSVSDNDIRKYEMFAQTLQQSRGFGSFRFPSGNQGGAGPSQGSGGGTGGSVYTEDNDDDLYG
Furin inh: blocks human furin protease activity. purified furin, fluorogenic substrate cleavage. inhibition, % at 30 µM. 220,000 compounds, 0.061% hits. AID 463115; in the data active = inhibition above about 25%; note: inactives centre near -15
Runt-SMMHC FRET: blocks binding of human RUNX1 Runt domain to CBFb-SMMHC | Q01196+Q13951 | Cerulean-Runt/Venus-CBFb-SMMHC FRET ratio 530/480, 1 h | inhibition, % at 20 µM | 220,000 compounds, 0.74% hits;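 active = mean inhibition across duplicate retests at 20 µM reaching about 50%, limit read from the data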;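 note: 0% = DMSO wells and 100% = wells with excess untagged CBFb-SMMHC; inhibitors lower the FRET ratio by blocking Runt binding to CBFb-SMMHC; some results filed as inactive read as strong as hits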
p47phox inh: blocks human p47phox regulatory protein of NADPH oxidases; 220,000 compounds, 0.53% hits; inhibition, % at 24.7 µM; AID 1274; p47phox/p22phox peptide binding, fluorescence polarization, 2 h; P14598;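 active = inhibition above about 30%, limit read from the data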;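 note: 0% = p47phox with labelled peptide and 100% = labelled peptide alone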
m-calpain inh: inhibitors of pig calpain II | AID 1236 | inhibition, % at 16 µM | purified calpain II, fluorogenic peptide substrate, 30 min | 220,000 compounds, 0.37% hits;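 active = inhibition above about 50%, limit read from the data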
RBBP9 inhibitor: human RBBP9 hydrolase inhibition; 220,000 compounds, 0.2% hits; AID 1515; recombinant RBBP9, FP-Rh probe fluorescence polarization; O75884; inhibition, % at 7.94 µM;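 active = inhibition above the campaign mean of all tested compounds plus 3 SD, cut at about 14% in these data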;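 note: plate controls were DMSO wells with RBBP9 for no effect and wells lacking RBBP9 protein for full effect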
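Test system – recombinant human RBBP9 · Input – RBBP9 2.5 µM in dispensing solution, pre-mixing · Medium – Tris buffer pH 8.0, NaCl, Pluronic · Schedule – preincubation 30 min plus labeling 45 min at 25 °C · Measured by – fluorescence polarization · Measure – % inhibition · Controls – DMSO and no-protein wells · Replicates – one well per compound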
Tb hexokinase: T. brucei hexokinase 1 inhibition; recombinant TbHK1, G6PDH-coupled NADH A340; inhibition, % at 10 µM; 220,000 compounds, 0.11% hits;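 active = inhibition of 50% or more in the single-dose primary screen; inactive = inhibition below 50%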
Runt-CBFb FRET: blocks binding of human RUNX1 Runt domain to CBFb | inhibition, % at 20 µM | AID 1496 | Cerulean-Runt/Venus-CBFb FRET ratio 530/480, 1 h | 220,000 compounds, 0.46% hits;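 active = inhibition over about 50% at 20 µM in the single-dose screen, limit read from the data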;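 note: 0% = DMSO wells and 100% = excess unlabeled CBFb competitor control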
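test system = Cerulean-tagged RUNX1 Runt domain (FRET donor) fusion protein | reagent = Venus-CBFb binding partner, 100 nM | incubation = protein complex preformed 1 h, compound exposure 1 h, room temperature, dark | detection = FRET fluorescence | read-out basis = loss of energy transfer signal | controls = 5 µM unlabeled CBFb as full-inhibition high control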
Active calls of the source: *; x = not tested or not shown; [ ] = another dose, or the depositor's remark.

SMILES,m-calpain inh,Runt-CBFb FRET,RBBP9 inhibitor,Furin inh,p47phox inh,p97 inhibitor,Tb hexokinase,EBV gp42 block,Runt-SMMHC FRET
COc1ccccc1CNC(=S)Nc1ccc2nc(N3CCN(C)CC3)cc(C)c2c1,-25,0,-5,17,-14,0,-11,1,-3
CS/C(=N\S(=O)(=O)c1cccs1)Nc1ccc(F)cc1,-1,1,6,-13,-1,-7,-6,3,-4
Cc1cc(Cl)c(OCCCNCc2ccccc2)c(Br)c1,-4,-3,7,-28,-5,-4,16,-16,3
COc1ccc(NC(=O)CSc2ccc3nnc(-c4cccnc4)n3n2)c(OC)c1,-52,-1,3,-22,-8,2,-11,13,0
CC1CCCN(CCC(=O)Nc2ccc(Br)cc2)C1 (stereo not drawn),11,-4,-4,-14[20 µM],-3,-5,11,-9,0
CCOC(=O)Nc1nc(-c2ccc(Cl)cc2Cl)cs1,30,0,-5,-34,3,4,4,-2,1
Cc1ccc2[nH]c(=O)c(CN(Cc3nnnn3Cc3ccccc3)C3CCCC3)cc2c1,4,5,-6,-9,0,1,5,-24,-3
c1ccc(Cn2nnnc2C(c2cccnc2)N2CCN(c3ccccc3)CC2)cc1 (stereo not drawn),-34,0,-7,-25,-11,-4,0,-13,-7
CC1(C)CC(=O)c2cc(OCC(=O)N3CCOCC3)ccc2O1,-481,0,5,-33[20 µM],-11,-2,-14,-19,7
C#CCNc1nc(C)nc2c1nnn2Cc1ccccc1F,-21,-2,1,-19,6,0,3,-1,3
Cc1cc(C=O)c(C)n1-c1sc2c(c1C(=O)O)CCCC2,-15,1,-5,-15,1,6,39,-9,-2
COc1ccc(C(=O)c2ccccc2Cl)cc1OC,-9,0,-7,-13,-4,5,-21,-1,3
CCCCCCOc1ccc(C(CC(N)=O)C(=O)O)cc1 (stereo not drawn),3,1,-5,-21,-7,1,6,-9,3
CCOc1ccc(-c2nnn(CC(=O)Nc3cc(OC)ccc3OC)n2)cc1OCC,21,8,-4,-18,-12,1,-4,-29,0
Nn1c(COc2cccc(Cl)c2)nc2ccccc2c1=O,6,-4,-1,-6,-12,8,31,-2,5
O=S(=O)(NCc1ccccc1)c1ccc(S(=O)(=O)NCC2CCCO2)cc1 (stereo not drawn),8,0,-2,-20,18,2,0,13,2
CCOC(=O)Cn1c(CN(Cc2ccccc2)Cc2ccccc2)nc2c1c(=O)n(C)c(=O)n2C,0,-10,-6,-18,0,-9,-28,0,-1
CCC1CCCCN1CC(=O)Nc1cc(C)nn1-c1nc(C)cc(C)n1 (stereo not drawn),1,-8,1,-28,-12,1,-2,-7,-4
CCOC(=O)C1=C(CC)OC(N)=C(C#N)C1c1ccc(OC)c(OC)c1OC (stereo not drawn),18,2,-13,-22,-7,-4,-8,14,6
CCOC(=O)C(NS(=O)(=O)c1ccc(Br)cc1)C(C)C (stereo not drawn),-9,-2,-7,-26,-22,-4,1,-15,3
CN1c2ccccc2C2(C)CCCC3=Cc4cccc([N+](=O)[O-])c4OC312 (stereo not drawn),24,2,0,-14,9,2,6,-2,-2
COc1ccc(CCNC(=O)c2cc(C(C)C)on2)cc1OC,-11,0,-12,-10,-3,-8,1,2,-1
Cc1ccc2[nH]c3c(=O)n(Cc4ccncc4)cnc3c2c1,-71,-2,-2,-15[20 µM],-21,6,-12,2,3
CC(=O)Nc1ccc(S(=O)(=O)N2CCCN(S(=O)(=O)c3ccc(NC(C)=O)cc3)CC2)cc1,-16,-1,3,-21[20 µM],-25,3,-12,-23,0
O=C(NNC(=S)Nc1cccc(Cl)c1)c1ccccc1OC(F)F,16,1,0,-1,-1,-3,5,13,0
CCN(CC(=O)Nc1ccc2c(c1)OCCO2)C(=O)/C=C/c1ccc(F)cc1,36,-3,-8,-11,-2,1,5,-8,2
CCOP(=O)(OCC)C(NC(=O)Nc1ccc(Cl)cc1)C(=O)N(CC)CC (stereo not drawn),-19,1,-10,-23,-21,1,-10,-11,-2
Cc1c(C)n(CC(O)CN2CCCCCC2)c2ccccc12 (stereo not drawn),18,0,-4,-32,-21,1,8,-3,2
COc1cccc(CNC(=O)Cn2c(=O)oc3ccccc32)c1OC,-12,0,3,-15,-4,6,-4,-13,-6
COc1ccc(-c2csc(Cc3nc(O)cs3)n2)cc1,-2,8,0,-18,-20,0,-6,-15,-2
O=C(O)c1sc2ncccc2c1OCc1ccccc1,-57,2,-14,-23,-9,-1,-5,0,1
CCn1c(C)c(C(C)=O)c(N2CCN(c3ccccn3)CC2)nc1=S,9,52*,-12,-12[20 µM],-6,-1,-15,-13,100*
CCCCc1ccc(NC(=O)OC)cc1,-43,-2,-6,-16,-13,5,3,-6,3
COc1ccc(Cc2noc(-c3ccccc3)n2)cc1OC,2,0,-6,-22,-3,4,-1,-6,-2
Cc1ccc(CN2C(=O)c3ccccc3NC23CCN(Cc2ccccc2)CC3)cc1,-188,0,-4,-21,-15,5,-3,-20,-3
O=C(COC(=O)Cc1ccsc1)NCC1CCCCC1,34,2,-3,-8[20 µM],-3,0,-3,9,0
COC(=O)c1cc(NCc2ccc3c(c2)OCO3)ccc1N1CCOCC1,-39,10,4,-14,-13,8,-1,-8,-1
COc1ccc(CCNC(=O)C(=O)NCC2CCCO2)cc1OC (stereo not drawn),26,-1,-8,-15[20 µM],1,1,4,-2,-4
CN1/C(=C/C(=S)NC(=O)C2CCC2)C(C)(C)c2ccccc21,36,2,-7,10,-21,-6,6,-15,0
COC(=O)Nc1ccc(S(=O)(=O)NC2CCS(=O)(=O)C2)cc1 (stereo not drawn),-10,2,0,-18,-10,4,-3,-11,-5
CCN(CC)c1ccc(/C=N/O)cc1,6,-2,-12,-8,-3,1,-31,3,-1
Cc1cc(OCCN2CCOCC2)ccc1[N+](=O)[O-],6,-2,-7,-1,-3,5,-16,11,0
Cc1c(NS(=O)(=O)c2ccc(S(=O)(=O)c3ccccc3)s2)c(=O)n(-c2ccccc2)n1C,16,-1,-2,-10,8,16*,-10,0,-3
COc1ccccc1N1CCN(C(=O)CCN2C(=O)c3cccc4cccc(c34)C2=O)CC1,-26,2,-9,-25,-3,-1,-25,-9,-1
COC(CN(C)C(C(=O)NC1CCCCC1)c1ccccc1)OC (stereo not drawn),21,0,-4,-16,4,-6,5,4,-1
Cc1ccc(/C=N/N=C2/NC(=O)CS2)o1,-11,6,-8,4,-3,6,-59,-8,9
CCCCOc1cccc(C(=O)NC(=S)Nc2cccnc2)c1,21,-2,-12,-19,-11,2,0,-13,5
O=C(NN1C(=O)C2C3C=CC([C@@H]2C1=O)C31CC1)c1ccccc1 (stereo partly drawn),-21,-1,-4,-15,-11,4,-6,-11,0
Cc1cc(N/N=C2\CC(C)CC(C)(C)C2)nc2ccccc12 (stereo not drawn),21,-2,-6,-18,-12,0,0,-11,2
CCOc1ccc(N2C(=O)CC(N(CCc3ccc(OC)cc3)C(=O)/C=C/C(=O)O)C2=O)cc1 (stereo not drawn),-7,2,1,-6,-1,4,-14,-18,-5
CSc1nnnn1-c1ccc(C(=O)O)cc1,-32,-2,-7,-12[20 µM],-1,0,-1,-17,-2
O=S(=O)(c1ccc(N2CCOCC2)cc1)N1CCOCC1,-6,-2,-4,-3[20 µM],-12,1,0,-18,4
COc1ccc(/C=N/NC(=O)c2cccc([N+](=O)[O-])c2)cc1OC(=O)c1ccccc1,-286,2,-6,-17[20 µM],7,7,-30,-6,-1
CCN(CC)c1nc(N)n(CCSC(=S)N(C)C)c(=O)n1,-1,3,1,-13,-9,4,-12,-18,-8
Cc1ccc(CNC(=O)COC(=O)c2ccc(Cl)c(N)c2)cc1,-8,0,-8,-14,-17,0,-2,-30,0
CC1(C)Cc2ccccc2C(=NCCCC(=O)O)N1,14,2,0,-18,-7,3,-4,-13,2
CCOC(=O)c1ccc2c(c1)nc(SCC(=O)c1ccco1)n2CC,16,2,-3,-19,0,-2,-2,2,0
O=C(Nc1ccccc1N(C(=O)c1ccco1)S(=O)(=O)c1cccs1)c1ccco1,-16,1,4,-18[20 µM],-2,3,-5,-21,1
Nc1cc(N)nc(SCC(=O)NNC(=O)c2ccc(Cl)cc2)n1,-10,3,-10,-10[20 µM],-3,-4,8,-25,0
Nc1cc(N2CCCCC2)c([N+](=O)[O-])cc1Cl,26,-1,-9,-9,-4,-2,-8,11,3

(further entries)
SMILES,m-calpain inh,Runt-CBFb FRET,RBBP9 inhibitor,Furin inh,p47phox inh,p97 inhibitor,Tb hexokinase,EBV gp42 block,Runt-SMMHC FRET
Cc1cccc(C)c1NC(=O)CSC(=O)c1sc2ccccc2c1Cl,-16,2,-2,-26,-10,4,-6,-4,2
CCCCNC(=O)OCCNC(=O)NC,7,2,-4,-34[20 µM],-1,3,3,-16,-1
CC1Cc2ccccc2N1C(=O)CSc1nc2ccccc2s1 (stereo not drawn),32,2,2,-4,-7,5,7,-13,0
CCCC(=O)OCC(=O)Nc1ccc(OC(F)F)cc1,-32,1,3,-21[20 µM],-20,3,-11,-23,-2
Cc1cc(C)c2c(-n3cccc3)nn(C)c2n1,7,x,1,-14,-21,9,2,-11,-7
CCCc1nc(C)c(-c2ccc(OC)c(OC)c2)c(=O)[nH]1,-4,2,4,-19[20 µM],-14,3,-4,-7,-3
CC1CN(c2nc3c(c(=O)[nH]c(=O)n3C)n2Cc2ccccc2F)CC(C)O1 (stereo not drawn),-14,-3,-5,-15,-14,0,-6,-16,0
O=c1ccccn1CCOc1ccc(Cl)cc1,9,0,0,-16,-33,6,-9,-21,-5
Cc1ccc(C(C)C)c(OCC(=O)Nc2ccc3c(c2)nc(CN2CCCC2)n3C)c1,-15,-8,2,-17[20 µM],-18,0,-7,-13,-2
CC(C(=O)NC1CCCc2ccccc21)N1CCN(c2ccc(F)cc2)CC1 (stereo not drawn),-19,-4,-8,-14,-14,-1,-9,7,-4
O=C(C1COc2ccccc2O1)N1CCN(Cc2ccc3c(c2)OCO3)CC1 (stereo not drawn),8,0,-8,-16,-5,-2,-4,-14,-2
Clc1ccc2[nH]c3c(c2c1)CCc1cn[nH]c1-3,-24,4,-10,-21,-2,2,-2,-13,-1
COc1ccc(OCC(=O)NCc2cccnc2)cc1,-2,2,0,-23[20 µM],-10,-2,2,-5,0
O=C(CCC(=O)Nc1ccc(F)cc1)N/N=C/c1ccccc1O,-248,2,-5,-10,-4,-2,-4,-2,9

In another format: entries from further up
CCCC(=O)OCC(=O)Nc1ccc(OC(F)F)cc1
  m-calpain inh: -32
  Runt-CBFb FRET: 1
  RBBP9 inhibitor: 3
  Furin inh: -21[20 µM]
  p47phox inh: -20
  p97 inhibitor: 3
  Tb hexokinase: -11
  EBV gp42 block: -23
  Runt-SMMHC FRET: -2
COc1ccc(OCC(=O)NCc2cccnc2)cc1
  m-calpain inh: -2
  Runt-CBFb FRET: 2
  RBBP9 inhibitor: 0
  Furin inh: -23[20 µM]
  p47phox inh: -10
  p97 inhibitor: -2
  Tb hexokinase: 2
  EBV gp42 block: -5
  Runt-SMMHC FRET: 0
CC1Cc2ccccc2N1C(=O)CSc1nc2ccccc2s1 (stereo not drawn)
  m-calpain inh: 32
  Runt-CBFb FRET: 2
  RBBP9 inhibitor: 2
  Furin inh: -4
  p47phox inh: -7
  p97 inhibitor: 5
  Tb hexokinase: 7
  EBV gp42 block: -13
  Runt-SMMHC FRET: 0

This is a random part of the collection, and some 2.7% of all compounds hit somewhere here.
